D2 agonist – D2 dopamine receptor (human) agonism; P14416; HEK293 T-REx D2 cells, calcium flux agonist mode; activation, % at 2 µM; actives 0.53% (n = 340,000); AID 485358;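 active = activation over 3 SD above normal in the single-dose calcium agonist read, cut at about 30% in these data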; also: 0% is about no effect
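In this primary screen, compounds producing a positive calcium signal within 180 s of addition to tetracycline-induced, force-coupled HEK293 Trex D2 cells are flagged; cells are dye-loaded with a no-wash calcium kit beforehand.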
TRHR PAM – allosteric enhancers of human TRH receptor; TRHR cells, fluo-8 calcium fluorescence, EC20 TRH enhancement; P34981; actives 0.66% (n = 360,000); enhancement, % at 2 µM; in the data active = enhancement above about 30%; also: 0% is about no effect
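Enhancer read-out: after compound pinning and an initial kinetic agonist-mode read, an EC20 of TRH (10 nM final) was injected and fluo-8 calcium signal (Ex 480/Em 530) followed at 1 s/cycle for 100 cycles in TRHR-expressing cells.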
D1 potentiator – potentiators of human D1 dopamine receptor; P21728; HEK293 TREx D1 cells, calcium flux, dopamine EC20 potentiation; potentiation, % at 10 µM; actives 0.036% (n = 360,000); AID 504651; in the data active = potentiation above about 30%; also: 0% is about no effect
D1 antagonist – human D1 dopamine receptor antagonism | P21728 | AID 504652 | activity change, negative = inhibition, % at 10 µM | actives 3.2% (n = 360,000) | HEK293 TREx D1 cells, calcium flux, dopamine EC80; hits give low values; in the data active = activity change below about -30%; also: % is scaled to controls: 0 for no effect and ±100 for the full control effect
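Calcium flux readout: force-coupled, inducible Hek293 Trex D1 line, cells induced overnight at 30 C with tetracycline, dye-loaded 30–90 min at RT. Antagonism scored against EC80 dopamine challenge given 180 s after compound.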
D2 antagonist – D2 dopamine receptor (human) antagonism. P14416. HEK293 TREx D2 cells, calcium flux, dopamine EC80. inhibition, % at 10 µM. actives 2% (n = 340,000). AID 485344; in the data active = inhibition above about 30%; also: 0% is about no effect
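In this primary screen, negative modulation is detected by tracking calcium flux after an EC80 dopamine challenge in inducible HEK293 T-REx D2 cells preexposed to test compound for 180 s.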
D1 agonist – agonists of human D1 dopamine receptor; HEK293 T-REx D1 cells, calcium flux, agonist mode; activation, % at 2 µM; actives 1% (n = 360,000); AID 504660; in the data active = activation above about 30%; also: 0% is about no effect
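Tetracycline-induced HEK293 TREx D1 cells, force-coupled to calcium signalling, were dye-loaded with a no-wash calcium kit. Compound was pin-added after a 10 s baseline. Fluorescence was read kinetically at 1 cycle/s for 180 s, with calcium rises flagged as agonism.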
RXFP1 antag – blocks the human relaxin receptor RXFP1. activity change, negative = inhibition, % at 57.5 µM. actives 0.59% (n = 350,000). AID 1259400. Q9HBX9. HEK293-RXFP1, relaxin-stimulated cAMP HTRF, 30 min; hits give low values;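 active = activity change of -60% or lower, but not beyond a set lower limit; inconclusive = change between -60% and -40%, or beyond the set limit; inactive = change above -40%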; also: % is scaled to controls: 0 for no effect and ±100 for the full control effect
Target sequence (Q9HBX9 whole entry, looked up): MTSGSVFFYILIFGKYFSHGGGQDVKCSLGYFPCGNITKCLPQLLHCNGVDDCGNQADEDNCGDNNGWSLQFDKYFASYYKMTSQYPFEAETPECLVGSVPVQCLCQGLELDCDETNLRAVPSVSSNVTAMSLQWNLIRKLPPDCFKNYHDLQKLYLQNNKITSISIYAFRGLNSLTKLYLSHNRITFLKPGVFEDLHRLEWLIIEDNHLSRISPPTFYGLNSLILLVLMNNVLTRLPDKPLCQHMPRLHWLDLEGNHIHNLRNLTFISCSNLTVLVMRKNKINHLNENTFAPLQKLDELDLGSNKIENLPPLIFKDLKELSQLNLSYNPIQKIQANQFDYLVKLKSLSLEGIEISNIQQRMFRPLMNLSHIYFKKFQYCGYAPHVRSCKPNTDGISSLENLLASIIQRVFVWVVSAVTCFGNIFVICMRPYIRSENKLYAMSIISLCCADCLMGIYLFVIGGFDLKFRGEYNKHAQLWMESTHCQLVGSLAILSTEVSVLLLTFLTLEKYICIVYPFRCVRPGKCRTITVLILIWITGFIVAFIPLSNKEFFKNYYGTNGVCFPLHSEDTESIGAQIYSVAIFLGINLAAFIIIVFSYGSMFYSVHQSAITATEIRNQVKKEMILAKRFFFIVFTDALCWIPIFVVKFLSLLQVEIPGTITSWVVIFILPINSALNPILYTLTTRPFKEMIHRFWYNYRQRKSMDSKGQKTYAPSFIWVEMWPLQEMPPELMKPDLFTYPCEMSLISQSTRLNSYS
D2 PAM – D2 dopamine receptor (human) potentiation; P14416; HEK293 T-REx D2, calcium flux, EC20 dopamine potentiation; potentiation, % at 10 µM; actives 0.34% (n = 340,000); AID 485347;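 active = potentiation over 3 SD above the plate norm, cut at about 30% in these data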; also: 0% is about no effect
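Primary screen. Calcium kinetics in induced HEK293 T-REx D2 cells: compound pre-addition 180 s, EC20 dopamine, 180 s more.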
RXFP1 ag – activates the human relaxin receptor RXFP1 | HEK293T-RXFP1 cAMP TR-FRET, 30 min; response scale: percent of porcine relaxin response, buffer zero | Potency, µM (top dose mostly 57.5 µM), for the others: at the top dose activation, actives largely listed as activators | actives 0.3% (n = 370,000) | AID 2676; active = well fitted activation curve with a large enough effect; inconclusive = small, poorly fitted or top-dose-only effect; also: potency is read from the fitted curve at half-maximal effect; % is scaled to controls: 0 for no effect and ±100 for the full control effect; nearly all actives have a fitted effect of over 60% in size; many of its hits are not listed in these tables
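HEK293 cells stably expressing RXFP1, treated 30 min at 37C with compounds plus PDE4 inhibitor Ro 20174; cAMP measured by HTRF TR-FRET. Normalized to buffer and 29 nM porcine relaxin; EC50 by Hill fit.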
An asterisk follows results filed as active; ? = inconclusive; nt = not tested or not shown. This is a subset; the hit share may differ from the screen's.

SMILES	D2 agonist	TRHR PAM	D1 potentiator	D1 antagonist	D2 antagonist	D1 agonist	RXFP1 antag	D2 PAM	RXFP1 ag
CC1CN(S(=O)(=O)c2cccc(C(=O)NNC(=O)C(C)Oc3ccccc3F)c2)CC(C)O1 (stereo not drawn)	0.0	-5	3	-13	4	1	18	-5	0.7%
O=C(CC(c1ccccc1)c1ccccc1)OCn1nnc2ccccc2c1=O	1.1	11	-3	nt	-2	16	-6	2	0.5%
Cc1ccc(P(=Nc2ccccc2)(N2CCOCC2)N2CCOCC2)o1	0.4	-2	-2	-18	19	0	5	-8	-0.3%
CSc1nnc(-c2ccccc2N=Cc2c(C)[nH]n(-c3ccccc3)c2=O)c(=O)[nH]1	1.2	-10	1	-33*	27	-1	3	-1	-1.4%
NC(=O)c1ccc(Oc2ccc(-c3nnco3)cc2)c([N+](=O)[O-])c1	1.0	2	-3	-14	-11	-1	-8	-5	-0.6%
CCCCOc1ccc(S(=O)(=O)Nc2ccc(-c3ccc(N4CCCCCC4)nn3)cc2)cc1	-0.9	10	-1	-2	nt	2	-11	-2	2.9%
O=C1c2cccnc2C(=O)N1Cc1ccccc1	0.0	-2	3	-3	5	0	nt	9	-1.4%
CCSc1nnc(NC(=O)C2CCN(S(=O)(=O)c3c(C)c(C)cc(C)c3C)CC2)s1	0.5	-2	-5	-2	13	1	nt	-2	5.4%
CC(C)c1ccc(/C=C/C(=O)N2CCOCC2)cc1	0.8	-2	-4	5	-11	3	3	12	0.7%
COc1ccc(-c2nc(SC(C)C(=O)NCC3CCCO3)n[nH]2)cc1 (stereo not drawn)	-0.2	1	-5	14	-9	2	5	0	-0.9%
CCCCCCCC(=O)Nc1ccc(S(=O)(=O)Nc2nccs2)cc1	-0.5	9	7	6	-12	0	9	7	0.9%
CC(C)NC(=O)CC(=O)N/N=C/c1c(F)cccc1Cl	0.0	-11	3	37	0	4	-34	-5	-0.7%
O=[N+]([O-])c1cc([N+](=O)[O-])c2cc3ccccc3nc2c1	7.3	-8	5	1	0	3	-8	14	-3.4%
CN(CC(=O)Nc1ccc(F)cc1)C(=O)COc1ccccc1Cc1ccccc1	-0.4	-1	-3	-85*	7	23	-21	25	-1.3%
NC(=O)c1cnn(-c2ccc3ccccc3c2)c1N	0.0	2	-2	2	9	-1	1	0	-0.3%
COc1cc(SC)ccc1C(=O)N1CCN(Cc2ccccc2)CC1	nt	-1	-4	-10	nt	2	5	-2	0.0%
Cn1nnc2cc(C(=O)NC3CCCCC3)ccc21	0.9	-6	-3	-4	-3	3	-2	-5	0.4%
N#Cc1ccc(NC(=O)Nc2ccc(Oc3ccc(NC(=O)Nc4ccc(C#N)cc4)cc3)cc2)cc1	1.0	37*	-4	11	-7	16	?	18	3.8%
CCc1ccc(NS(=O)(=O)c2ccc(C)c(C(=O)N3CCOCC3)c2)cc1	0.9	21	2	0	-12	1	0	15	0.0%
O=C(C1CCCN(c2ncnc3c2nc2n3CCCCC2)C1)N1CCN(c2cccc(Cl)c2)CC1 (stereo not drawn)	-0.1	2	9	30	5	2	-8	-26	3.8%
COc1ccc(S(=O)(=O)N2CCC(C(=O)N[C@@H](C)C(=O)N3CCCCCC3)CC2)cc1	0.5	-17	5	9	-12	0	-6	1	0.5%
O=C(C1CCCC1)N1CCCC(Nc2ccc(F)cc2)C1 (stereo not drawn)	0.2	-4	-5	-5	-6	0	-2	6	0.3%
COC(=O)C1C(=O)C=C(N2CCOCC2)CC1(C)C (stereo not drawn)	-0.7	-3	-2	-3	-10	4	3	1	-0.2%
Cc1ccc(-n2c(C)c3c(C)nnc(C)c3c2C)cc1N	0.0	-2	0	-8	-6	2	-28	4	5.7%
Cc1cc(C(=O)CSc2nnnn2-c2ccc(Cl)cc2)c(C)n1CC1CCCO1 (stereo not drawn)	0.0	-2	-4	9	-25	5	-7	5	1.6%
Cc1ccc2c(c1)CCCN2C(=O)c1cccs1	-0.2	0	-2	-3	-9	2	-4	17	0.4%
O=C1c2ccsc2SCCN1Cc1cccc(Cl)c1	-1.0	1	-1	-7	0	2	-12	-3	-0.1%
CC1=C(C(=O)Nc2ccccc2Br)C2(CCC(C)CC2)OC1=O (stereo not drawn)	0.0	-11	-3	4	nt	1	4	-5	-0.7%
NS(=O)(=O)c1cccn1-c1ncc(C(F)(F)F)cc1Cl	0.4	0	6	1	12	1	-3	9	-0.7%
COc1ccc(S(=O)(=O)N2CCOCC2)cc1NC(=O)c1cccc(Cl)c1	-2.0	1	-4	13	3	3	9	2	1.0%
COc1ccc(-c2c(C)oc3c(CN4CCCCC4C)c(O)ccc3c2=O)cc1OC (stereo not drawn)	0.9	3	-2	8	-22	-2	nt	9	2.3%
Cc1cc2c(s1)c1cnn(Cc3cc(F)cc(F)c3)c(=O)c1n2C	nt	2	-6	-23	nt	2	nt	nt	nt
O=C(CSc1nnc(CNC(=O)c2c(F)cccc2F)o1)NCCc1ccccc1	-0.4	-2	-2	11	13	4	2	2	-0.6%
CCCCSc1nc(C)nc2c1c(=O)n(C)c(=O)n2C	0.0	27	8	0	-17	0	1	-17	-0.4%
COc1ccc(S(=O)Cc2ccc(C(=O)NCc3cccc(OC)c3)o2)cc1 (stereo not drawn)	1.6	-3	-2	-35*	3	2	13	8	1.3%
Cc1ccc(NC(=S)N2CCCCCC2)cc1	0.0	-6	6	-1	20	1	4	-7	-1.5%
CN(C)c1ccc(/C=C(\C#N)C(=O)NCc2ccco2)cc1	-1.1	8	-8	-3	1	35*	nt	1	0.0%
CC1=C(C#N)C2(O)C(=O)c3ccccc3C2(O)N1 (stereo not drawn)	1.8	-1	-7	-6	-7	4	-20	-7	2.4%
COc1ccc(CN2CCNC(=O)C2CC(=O)N(C)Cc2ccncn2)c(OC)c1 (stereo not drawn)	-2.1	23	-4	-7	-26	3	-7	15	-3.3%
Nc1sc2c(c1C(=O)NCCc1ccccc1)CCC2	4.8	21	11	-6	17	2	-30	1	1.5%
Cc1ccc(C)c(NC(=O)c2cnc3n(c2=O)CCS3)c1	3.0	1	10	12	19	4	-6	-2	7.3%
CC(C)CC(OC(=O)c1nsc(Cl)c1Cl)C(=O)NCC1CCCO1 (stereo not drawn)	0.0	-19	-4	-2	-4	-1	8	-12	?
O=C(Nc1ccc2oc(-c3cccnc3)nc2c1)c1ccc(-c2cccc(OC(F)(F)F)c2)o1	0.7	0	-1	-12	nt	0	-14	nt	0.1%
CCC(C)Nc1nc2c(c(=O)n(C)c(=O)n2C)n1Cc1cccc(C)c1 (stereo not drawn)	-1.6	-4	0	12	15	2	7	-7	2.6%
C1CN(CC2CCN(c3nc4nonc4nc3N3CCSCC3)CC2)CCO1	0.2	-2	-2	0	-1	1	-7	7	1.9%
CCCCC(=O)Nc1ccc(Cl)cn1	-0.6	7	0	-15	4	0	-11	-5	1.2%
Nc1cc(S(=O)(=O)O)cc([N+](=O)[O-])c1O	1.4	-11	-5	12	3	-1	-2	5	-4.1%
CCCOC(=O)c1ccc(NC(=O)C2C3C=CC(O3)C2C(=O)O)cc1 (stereo not drawn)	-0.2	0	-11	-4	5	3	-10	2	2.8%
Cc1ccc(CNS(=O)(=O)c2ccc3c(c2)n(C)c(=O)c(=O)n3C)cc1	0.0	0	-2	1	-11	2	-2	2	1.2%
CCc1ccc(OCc2nc(-c3ccc(OC)c(OC)c3)no2)c(Br)c1	1.5	4	-1	-11	nt	25	-8	7	1.1%
Cn1cccc1C(=O)NCc1ccc(S(N)(=O)=O)cc1	1.2	-5	-6	-8	3	1	0	15	-1.6%
COc1cc2c(=O)c(S(=O)(=O)c3ccc(F)cc3)cn(Cc3ccccc3C)c2cc1OC	nt	0	0	4	nt	3	nt	5	-1.1%
Cc1cc(C(=O)NCc2ccccc2Cl)c2c(C)nn(-c3cccc(F)c3)c2n1	-1.4	-3	0	-7	nt	6	0	4	-0.1%
COC(=O)c1ccc(C(=O)OC)c(NC(=O)COc2ccccc2OC)c1	0.0	0	7	10	-16	1	-5	-6	0.3%
CNC(=O)NC(=O)Cn1cnc2sc(-c3ccccc3)cc2c1=O	0.0	-5	-4	4	-15	3	-7	10	0.9%
CC(=O)Nc1ccc(C(=O)OCC(=O)Nc2ccccc2F)cc1	2.1	0	-8	-8	4	3	13	-12	-0.2%
CCOC(=O)C1(C)C=C(Nc2ccccc2)C(=O)N1c1ccccc1 (stereo not drawn)	0.5	1	0	4	-1	3	-13	-4	0.1%
O=C1CCN(S(=O)(=O)c2cccs2)c2ccc(C(F)(F)F)cc2N1	nt	6	-1	-5	nt	3	-5	nt	0.8%
Cc1ccc(OCC(=O)Nc2nnc(C3CCCO3)s2)c(Br)c1 (stereo not drawn)	-0.6	-3	-5	5	-14	3	-3	24	1.2%
O=C(CSc1nc2[nH]ncc2c(=O)n1-c1ccccc1)NCc1cccs1	-1.8	3	-3	-5	2	0	-6	12	1.1%

Some entries already given, showing only RXFP1 ag, D2 PAM and D1 potentiator:
structure	RXFP1 ag	D2 PAM	D1 potentiator
CC(C)c1ccc(/C=C/C(=O)N2CCOCC2)cc1	0.7%	12	-4
COc1ccc(-c2nc(SC(C)C(=O)NCC3CCCO3)n[nH]2)cc1 (stereo not drawn)	-0.9%	0	-5
CCCCCCCC(=O)Nc1ccc(S(=O)(=O)Nc2nccs2)cc1	0.9%	7	7
CC(C)NC(=O)CC(=O)N/N=C/c1c(F)cccc1Cl	-0.7%	-5	3
O=[N+]([O-])c1cc([N+](=O)[O-])c2cc3ccccc3nc2c1	-3.4%	14	5

Following part
SMILES	D2 agonist	TRHR PAM	D1 potentiator	D1 antagonist	D2 antagonist	D1 agonist	RXFP1 antag	D2 PAM	RXFP1 ag
COc1ccc(N(CC(=O)O)S(=O)(=O)c2ccc(OC)c(OC)c2)cc1	-0.3	8	-4	nt	-9	-2	6	12	-2.3%
COc1cc(OC)cc(C(=O)Nc2ccc(S(=O)(=O)N3CCCCC3c3cccnc3)cc2)c1 (stereo not drawn)	-1.5	2	-2	-10	nt	1	-8	-2	2.8%
CCc1nnc(NC(=O)c2cc(-c3ccc(C)o3)nc3ccccc23)s1	-0.6	5	nt	27	7	7	-10	3	9.8%
Cc1ccc(-n2ncc3c(=O)n(CC(=O)Nc4cccc(Cl)c4)cnc32)cc1C	0.8	7	-3	5	-1	6	-14	-5	-0.6%
COc1ccc(C2=CC(c3ccc(OC)c(OC)c3)NC(=S)N2)cc1 (stereo not drawn)	0.6	-4	7	16	-2	-1	-2	7	3.9%

Compound activity from PubChem BioAssay.
